# Assay outcomes: PubChem BioAssay, several laboratories
# Diaph inh CS = diaphorase inhibitors and chemical oxidizers, primary screen, counter-screen for diaphorase-coupled primary assays, biochemical, uHTS, resorufin fluorescence; diaphorase resazurin-to-resorufin fluorescence, NADH, 16 min; bacterial (C. kluyveri) enzyme, not human; inhibition, % at 20 µM; actives 0.69% (n = 190,000); AID 1217, 2008;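 active means primary screen inhibition at 20 µM above a set limit, cut at about 50% in these data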;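 further: plate controls were DMSO with full reaction for no effect and wells lacking NADH for full effect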
#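 Test system: Clostridium kluyveri diaphorase enzyme / Quantity: diaphorase at 0.14 U/mL in enzyme working solution / Incubation: 16-min room-temperature incubation before reading / Benchmarks: NADH-free wells as positive control, DMSO-only neutral wells / Signal: resorufin fluorescence 544/590 nm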
# STAT1 activator = STAT1 signaling activators, primary screen, cell-based, HTS, luciferase reporter; actives 2.6% (n = 200,000); AID 932, 2007; activation (% of control), % at 5.5 µM; NIH 3T3 STAT1-luciferase reporter, IFN-gamma, luminescence; 100% = IFN-gamma alone, no compound;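 active means activation above the screen-wide mean activation plus 3 SD, cut at about 130% in these data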;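 further: raw ratio to IFN-gamma control signal so 100% means no change and 0% no light; values of inactives mirror those of a sister screen read the other way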
# TLR4 MyD88 comp = inhibitors of TLR4-MyD88 association in cells, primary screen, cell-based, HeLa CL3-4, BLA complementation, FRET ratio; Toll-like receptor 4 (Homo sapiens) + Myeloid differentiation primary response protein …; HeLa CL3-4 TLR4/MyD88 BLA complementation; inhibition, % at 8.4 µM; actives 0.18% (n = 200,000); AID 861, 2007; in the data active means inhibition above about 25%;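 further: 0% = vehicle and 100% = reference inhibitor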
# Target sequence (O00206 whole entry, looked up): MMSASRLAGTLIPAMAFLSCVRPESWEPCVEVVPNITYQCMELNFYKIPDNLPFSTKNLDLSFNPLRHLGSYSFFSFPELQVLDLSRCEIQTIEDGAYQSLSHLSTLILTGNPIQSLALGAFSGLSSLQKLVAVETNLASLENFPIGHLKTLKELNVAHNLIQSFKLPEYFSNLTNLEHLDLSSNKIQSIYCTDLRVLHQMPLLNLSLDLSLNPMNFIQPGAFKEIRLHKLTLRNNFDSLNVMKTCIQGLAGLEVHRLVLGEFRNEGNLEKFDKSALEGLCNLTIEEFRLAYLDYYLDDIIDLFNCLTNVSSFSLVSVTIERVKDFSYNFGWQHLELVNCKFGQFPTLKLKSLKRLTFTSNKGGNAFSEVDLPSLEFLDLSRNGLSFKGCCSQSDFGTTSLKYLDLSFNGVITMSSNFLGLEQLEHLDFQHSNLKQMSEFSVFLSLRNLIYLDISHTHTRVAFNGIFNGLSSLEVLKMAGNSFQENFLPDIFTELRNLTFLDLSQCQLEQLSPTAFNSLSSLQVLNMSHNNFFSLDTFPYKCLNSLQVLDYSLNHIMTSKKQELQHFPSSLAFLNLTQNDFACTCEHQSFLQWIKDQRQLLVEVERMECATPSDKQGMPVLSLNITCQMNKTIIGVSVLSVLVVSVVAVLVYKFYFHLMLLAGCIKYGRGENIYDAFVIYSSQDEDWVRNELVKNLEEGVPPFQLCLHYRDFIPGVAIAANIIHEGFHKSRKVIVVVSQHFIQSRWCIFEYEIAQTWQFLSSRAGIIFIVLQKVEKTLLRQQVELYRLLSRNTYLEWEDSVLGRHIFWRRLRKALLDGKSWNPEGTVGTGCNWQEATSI
# Target sequence (Q99836 whole entry, looked up): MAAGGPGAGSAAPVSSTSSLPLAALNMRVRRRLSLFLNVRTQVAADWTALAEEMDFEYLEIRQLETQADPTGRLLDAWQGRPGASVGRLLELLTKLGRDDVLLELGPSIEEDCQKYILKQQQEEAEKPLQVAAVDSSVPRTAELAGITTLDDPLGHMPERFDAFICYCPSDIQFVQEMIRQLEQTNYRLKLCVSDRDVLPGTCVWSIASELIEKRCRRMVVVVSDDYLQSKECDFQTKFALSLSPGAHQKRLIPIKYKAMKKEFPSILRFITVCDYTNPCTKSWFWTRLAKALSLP
# G6PDH counter = L. mesenteroides G6PDH inhibitors, counter-screen for G6PDH-coupled screening assays, biochemical, Leuconostoc mesenteroides enzyme; glucose-6-phosphate dehydrogenase [Leuconostoc mesenteroides]; Purified L. mesenteroides G6PDH, diaphorase/resazurin coupled fluorescence, 45 min; inhibition, % at 5 µM; actives 0.12% (n = 200,000); AID 1020, 2008; in the data active means inhibition above about 50%
# Hsp70 act = Hsp70 transcriptional activators, primary screen, cell-based, HeLa, Hsp70 promoter luciferase, luminescence, 10 µM. HeLa Hsp70 promoter luciferase reporter; scaled: vehicle 0, proteasome-inhibitor control 100%. AID 1203, 2008. actives 0.04% (n = 200,000). activation, % at 10 µM;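 active means activation above the mean across all tested compounds plus 3 SD, cutoff set per campaign, cut at about 5.5% in these data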;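 further: 100% = MG132 at 30 µM as the positive control and 0% = DMSO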
# APP 5UTR inh = inhibitors of APP translation via 5'UTR reporter, primary screen, APP 5'UTR luciferase, SH-SY5Y cells | SH-SY5Y APP 5'UTR-luciferase reporter, luminescence | inhibition, % at 2 µM | actives 0.82% (n = 190,000);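 active means inhibition above a set limit, derived from the sample mean plus 3 SD, cut at about 45% in these data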; further: values of inactives mirror those of a sister screen read the other way
# Diaphorase act = compounds boosting diaphorase resazurin reduction – biochemical, uHTS, resorufin fluorescence, counter-screen for diaphorase-coupled primary assays, primary screen. Diaphorase/resazurin coupled assay, 16 min; active compounds read high; 1 = vehicle wells, 0 = NADH-free wells. activation factor at 20 µM. actives 0.005% (n = 190,000);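 active means diaphorase activity raised at least twofold by the compound at 20 µM; inactive means activation factor below 2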
#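 Test system: Clostridium kluyveri diaphorase, purified enzyme. Buffer or medium: 50 mM HEPES pH 7.4 buffer plus MgCl2 and Tween 20. Also added: 0.114 mM NADH and 0.1 mM resazurin, final amounts. Dosing: compound 20 µM once, DMSO 1%. Schedule: 16 min enzyme reaction, ambient temperature. Detection: fluorescence of resorufin, 544 nm excitation, 590 nm emission.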
# STAT1 inh = STAT1 signaling inhibitors, primary screen, cell-based, HTS, luciferase reporter | NIH 3T3 STAT1-luciferase reporter, IFN-gamma, luminescence | inhibition, % at 5.5 µM | actives 0.35% (n = 200,000);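 active means inhibition above a set limit, the mean inhibition across all tested compounds plus 3 SD, cut at about 34% in these data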;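 further: 0% = IFN-gamma with DMSO and 100% = IFN-gamma with 300 µM nifuroxazide; values of inactives mirror those of a sister screen read the other way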
# STAT3 activator = IL-6 driven STAT3 reporter potentiators, primary screen, U3A cells, luciferase, luminescence, MLSCN library | IL-6 STAT3-luciferase reporter; 100% = signal with IL-6 EC80 alone | activation (% of control), % at 5.6 µM | actives 0.91% (n = 190,000);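 active means activation above the screen-wide mean of compound activation plus 3 SD, cut at about 130% in these data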;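 further: 0% = background luminescence of wells with medium and substrate only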
#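 Test system: Human STAT1-deficient U3A cells with stable STAT3-luciferase reporter | Also added: Interleukin-6, 33 ng/mL | Timing: Compound pre-incubation 1 h before IL-6, then 6 h stimulation at 37 °C | Technique: Luciferase reporter luminescence | Read-out: Percent of IL-6-only median luminescence | Benchmarks: IL-6-only wells as 100% reference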
# STAT3 inh = IL-6 driven STAT3 reporter inhibitors, primary screen, U3A cells, luciferase, luminescence, MLSCN library | IL-6 STAT3-luciferase reporter; host cell line lacks STAT1 | actives 0.89% (n = 190,000) | inhibition, % at 5.5 µM | AID 862, 2007;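 active means inhibition above the mean inhibition across all screened compounds plus 3 SD, cut at about 44% in these data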;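 further: 0% = DMSO only wells and 100% = 100 µM nifuroxazide control wells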
# * hit, by the source's call; · = not tested or not shown.
nr	Molecule	Diaph inh CS	STAT1 activator	TLR4 MyD88 comp	G6PDH counter	Hsp70 act	APP 5UTR inh	Diaphorase act	STAT1 inh	STAT3 activator	STAT3 inh
1	Cc1ccc(/C=C2\NC(=S)NC2=O)cc1[N+](=O)[O-]	-7	102	8	1	-0.1	4	1.1	-2	92	13
2	COc1cccc(OC)c1C(=O)Nc1ccc(CN2CCCCC2)cc1	8	99	-4	2	-0.2	-4	0.9	1	102	-3
3	COc1ccc(CC(=O)NCc2ccc3c(c2)cc(C)n3C)cc1	3	102	-3	-2	-0.3	-3	1	-2	102	0
4	CCSC1=N/C(=C\c2ccccc2)C(=O)N1c1ccc(OC)cc1	5	94	-2	2	-0.2	-18	0.9	5	88	16
5	CCOc1ccc(-n2c(N)c(-c3nc4ccccc4n3C)c3nc4ccccc4nc32)cc1	18	92	12	-12	-0.2	-4	0.8	8	128	-35
6	COc1cc(C(=O)c2nccc3cc(OC)c(OC)cc23)c([N+](=O)[O-])cc1OC	-31	91	-3	30	-0.1	10	1.3	8	95	10
7	Cc1nc(NC(=O)c2ccccc2)sc1-c1csc(NCc2ccco2)n1	23	106	9	-51	0.2	-10	0.8	-6	84	23
8	Cc1[nH]ccc(=O)c1OC1OC(CO)C(O)C(O)C1O (centres undefined)	0	92	0	8	-0.3	-9	1	9	90	9
9	COc1ccccc1OCc1ccc(C(=O)OCC2CCCO2)o1 (centres undefined)	-5	100	-6	-16	0.1	-1	1	-5	103	-2
10	COc1ccc(OC)c(-n2c(=S)[nH]c3c(sc(=S)n3-c3ccccc3C)c2=O)c1	2	101	6	8	0.1	0	1	-2	77	35
11	CCn1cc(C(=O)N2CCN(c3ccccc3F)CC2)c(=O)c2ccc(C)nc21	9	95	10	4	-0.3	-6	0.9	4	·	·
12	CN1CC(=O)N(CC(=O)Nc2ccc3c(c2)CCC3)C1=O	3	99	-13	10	-0.2	-28	1	-1	102	6
13	Cc1ccc(N2C(=O)NC(NC(=O)c3ccc(Cl)cc3)(C(F)(F)F)C2=O)cc1 (centres undefined)	18	102	7	0	-0.3	16	0.8	-2	103	-6
14	O=C(N1CCCCC1)N1CCN(c2ccc(Cl)cc2)CC1	12	101	-2	25	-0.6	-15	0.9	-2	95	10
15	CCCCSC(=S)NC1CCS(=O)(=O)C1 (centres undefined)	18	102	-18	9	-0.2	-5	0.8	-2	97	1
16	CCOC(=O)c1cnn(-c2nc(-c3ccccc3)nc3c2COC(C)(C)C3)c1N	16	93	11	12	-0.2	-12	0.8	6	96	9
17	COCCCN1C(=O)c2ccc(C(=O)Nc3ccc(OC)cc3OC)cc2C1=O	13	100	-15	5	-0.3	-4	0.9	0	92	19
18	COc1cc(CC(=O)Nc2nc(C)cs2)cc(OC)c1OC	8	88	-8	8	-0.3	-11	0.9	13	94	10
19	O=C(CCCn1c(SCC(=O)c2ccc(F)cc2)nc2ccccc2c1=O)NCc1ccccc1	4	98	3	8	0.0	4	1	2	92	14
20	CCN(Cc1cc2ccccc2[nH]c1=O)S(=O)(=O)c1ccccc1	22	100	1	-6	-0.1	3	0.8	-1	92	14
21	CC(=O)Oc1ccc2c(c1)Oc1cc(OC(C)=O)ccc1C21OC(=O)c2ccccc21	-12	91	63*	19	-0.3	6	1.1	10	102	3
22	O=C(NN1C(=O)C2C3C=CC(C4CC34)C2C1=O)c1cccc(Cl)c1 (centres undefined)	3	113	8	0	-0.4	-4	1	-15	104	-3
23	CCC(C)NC(=O)CSc1nc2ccc(N3CCOCC3)cc2c(=O)n1CCc1ccccc1 (centres undefined)	11	102	4	8	-0.4	-11	0.9	-4	98	6
24	CNC(=S)Nc1ccc2nc(C)oc2c1	12	104	5	20	0.0	5	0.9	-5	106	0
25	O=C(N/N=C/c1ccc([N+](=O)[O-])s1)C(O)c1ccccc1 (centres undefined)	23	99	-8	29	-0.1	9	0.8	1	106	-5
26	CC12CCCCC1(O)[N+](=O)C1=C(CCCC1)N2[O-] (centres undefined)	7	106	-1	16	-0.3	-7	0.9	-7	104	6
27	CCOC(=O)C1=C(C)NC(=O)C1(NC(=O)c1cccnc1)C(F)(F)F (centres undefined)	3	98	1	31	-0.2	14	1	2	103	0
28	COC(=O)COc1ccc(S(=O)(=O)N2CCOCC2)cc1	6	107	-11	-1	0.0	-2	0.9	-9	95	12
29	CCc1nnc(NC(=O)CCC(=O)N2CCN(Cc3ccc(Cl)cc3)CC2)s1	-1	103	-11	11	0.0	-7	1	-3	79	33
30	O=C(N1CCNCC1)N1CCOCC1	12	100	1	9	-0.4	0	0.9	-2	102	-2

# Some values from the entries so far.
# Value of `CN1CC(=O)N(CC(=O)Nc2ccc3c(c2)CCC3)C1=O` under STAT1 inh: -1
# Value of `CCN(Cc1cc2ccccc2[nH]c1=O)S(=O)(=O)c1ccccc1` under Hsp70 act: -0.1

# (next part)
nr	Molecule	Diaph inh CS	STAT1 activator	TLR4 MyD88 comp	G6PDH counter	Hsp70 act	APP 5UTR inh	Diaphorase act	STAT1 inh	STAT3 activator	STAT3 inh
31	O=C1c2ccccc2C(=O)N1CC1c2ccccc2CCN1S(=O)(=O)c1ccccc1 (centres undefined)	16	98	-4	2	-0.3	-6	0.8	3	98	7
32	CC(C)c1ccc2[nH]c(O)c(N=NC(=O)c3cccc(S(=O)(=O)Nc4ccccc4Cl)c3)c2c1	-6	103	-9	-9	0.2	-26	1.1	-3	104	-4
33	O=C(NC12CC3CC(CC(C3)C1)C2)N1CCN(c2nc(-c3ccccc3)cs2)CC1	11	90	-10	6	-0.1	7	0.9	11	88	18
34	CCn1c(SCC(=O)NCc2ccco2)nnc1-c1cccs1	7	101	20	1	-0.3	-12	0.9	0	100	3
35	Cc1ccc(Cl)cc1NC(=O)COC(=O)CC(C)(C)C	-1	98	0	1	0.6	11	1	2	95	10
36	O=C(NCc1nc2ccccc2[nH]1)c1cccc(S(=O)(=O)N2CCOCC2)c1	-4	109	-3	2	-0.3	1	1	-9	103	-6
37	COc1ccc([N+](=O)[O-])cc1N(CC(=O)NCCCOC(C)C)S(C)(=O)=O	-8	101	2	4	-0.1	21	1.1	-3	101	5
38	COc1ccc(N2CCc3c(C)nc4c(OC)cc(OC)cc4c32)cc1	15	97	-7	8	0.2	-9	0.8	2	104	3
39	CC(C)Oc1ccc(C(=O)N2CCCc3ccccc32)cc1	-10	102	4	6	-0.4	0	1.1	-3	107	-2
40	CCN1CCN(CCOc2cccc(Oc3ccccc3)c2)CC1	9	100	-7	4	-0.2	16	0.9	-2	104	-1
41	Cc1nc(CC(=O)NNS(=O)(=O)c2ccc3ccccc3c2)cs1	15	105	1	6	-0.4	0	0.8	-6	107	-8
42	CCOC(=O)C(=CN(CCc1ccccc1)CC(=O)OC)C(=O)OCC	14	107	-2	11	0.0	-12	0.9	-8	98	0
43	COc1ccc2nc(NC(=O)CN(c3ccc(C)cc3)S(=O)(=O)c3c(C)nn(C)c3C)sc2c1	12	100	-5	8	0.0	-4	0.9	-1	101	4
44	COc1cc(C(C)=O)ccc1OCC(O)CN(CCO)Cc1ccccc1 (centres undefined)	8	94	-5	7	-0.4	-10	0.9	7	109	-5
45	Cc1ccc(C(C)C)c(OCC(=O)Nc2ccc(N3CCN(S(C)(=O)=O)CC3)cc2)c1	15	103	-2	-1	-0.3	39	0.8	-1	133*	-36
46	CN1CCCN(C(=O)c2cc(-c3ccc(Cl)c(Cl)c3Cl)nc3ccccc23)CC1	10	97	0	3	-0.2	2	0.9	2	95	12
47	Cc1ccc2c(c1)N(C(=O)CSc1nncn1C)C(C)(C)c1ssc(=S)c1-2	22	104	-5	1	-0.6	1	0.8	-4	103	3
48	O=C(Cc1c(F)cccc1Cl)Nc1nc2ccccc2s1	10	135*	-7	5	0.0	-51	0.9	-43	105	-1
49	COc1ccc(/C=C/C(=O)OCC(=O)N2CC(=O)Nc3ccccc32)cc1S(=O)(=O)N1CCOCC1	6	99	-1	0	-0.1	-13	0.9	0	104	-3
50	COc1ccc(C(=O)Nn2c(SCC(=O)NCC3CCCO3)nc3ccccc3c2=O)cc1 (centres undefined)	15	57	-4	1	-0.4	-57	0.8	47*	34	77*
51	COc1ccc(OC)c(N/C=C/C(=C(C#N)C#N)N(C)C)c1	15	91	-16	6	0.0	13	0.8	8	101	5

# Reprinted at random: four records from the list.
nr	Molecule	Diaph inh CS	STAT1 activator	TLR4 MyD88 comp	G6PDH counter	Hsp70 act	APP 5UTR inh	Diaphorase act	STAT1 inh	STAT3 activator	STAT3 inh
28	COC(=O)COc1ccc(S(=O)(=O)N2CCOCC2)cc1	6	107	-11	-1	0.0	-2	0.9	-9	95	12
35	Cc1ccc(Cl)cc1NC(=O)COC(=O)CC(C)(C)C	-1	98	0	1	0.6	11	1	2	95	10
32	CC(C)c1ccc2[nH]c(O)c(N=NC(=O)c3cccc(S(=O)(=O)Nc4ccccc4Cl)c3)c2c1	-6	103	-9	-9	0.2	-26	1.1	-3	104	-4
7	Cc1nc(NC(=O)c2ccccc2)sc1-c1csc(NCc2ccco2)n1	23	106	9	-51	0.2	-10	0.8	-6	84	23

# Sorted by value in STAT1 activator (highest first): three of the compounds above
item | SMILES | STAT1 activator
23 | CCC(C)NC(=O)CSc1nc2ccc(N3CCOCC3)cc2c(=O)n1CCc1ccccc1 (centres undefined) | 102
20 | CCN(Cc1cc2ccccc2[nH]c1=O)S(=O)(=O)c1ccccc1 | 100
33 | O=C(NC12CC3CC(CC(C3)C1)C2)N1CCN(c2nc(-c3ccccc3)cs2)CC1 | 90
